# a7 integrin act: activators of alpha7 integrin expression for muscular dystrophy | AID 624291 | Potency, µM (top dose mostly 38.3 µM), inactives show at the highest dose activation, most hits filed as activators | actives 0.064% (n = 350,000) | alpha7betagal myoblasts, beta-gal FDG fluorescence, 48 h;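 also: potency is read from the fitted curve at half-maximal effect; 100% = response of the positive control SU9516; nearly all actives have a fitted effect of over 60% in size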
#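 Alpha7betagal+/- myoblasts (passage 13) were plated 16-24 hr, then exposed to compounds (1:260 dilution of DMSO stock) for 48 hours at 37C. After MPER lysis, β-galactosidase reporter activity was read as FDG fluorescence (ex 480/em 540) after 30 minutes.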
# hERG WT inh: KCNH2 (human, wildtype) channel inhibition | Q12809 | actives 0.37% (n = 340,000) | U2OS, BacMam KCNH2, thallium flux FluxOr; hits give low values | activity change, % at 1.84 µM;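 active = maximum activity change below -70%; inconclusive = maximum activity change between -70% and -50%; inactive = maximum activity change above -50%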; also: % is scaled to controls: 0 for no effect and ±100 for the full control effect
#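 U2OS cells were transduced with wild-type KCNH2 virus (2.03 x 10^8 / mL) for 4 h at room temperature, then cultured overnight at 37 C. Thallium flux was read with FluxOr dye. Rate constants were normalized to DMSO controls.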
# Coupling enz: inhibits coupling enzyme system, counter-screen for aldolase hits | AID 2472 | coupling enzyme system counterscreen, AmpLite Red fluorescence | activity change, negative = inhibition, % at 58.2 µM, hits read low | actives 0.67% (n = 290,000); in the data active = activity change below about -30%; also: % is scaled to controls: 0 for no effect and ±100 for the full control effect
#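 Activity here indicates interference with the coupling reaction, not aldolase inhibition. Compounds at 57.5 uM final met coupling enzymes for 10 min at RT; substrate and AmpLite Red detection followed, with a 525/598 nm fluorescence read after 20 min.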
# A-T KAP1 phos: potential ataxia-telangiectasia treatment. […] A-T fibroblasts, KAP-1 phosphorylation AlphaLISA; neocarzinostatin DNA damage 30 min before lysis. Potency, µM (doses to about 57.5 µM), without a hit: at the highest dose activation, actives largely listed as activators. actives 0.19% (n = 320,000); also: potency is read from the fitted curve at half-maximal effect; % of control where 0% means no effect; nearly all actives have a fitted effect of over 45% in size
#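 ATM-like activity read as KAP-1 phosphorylation via AlphaLISA donor/acceptor antibody pairs after lysis and 6 hr at 25C. Cells were ATM-null patient fibroblasts ([…], hTERT), dosed 60 min, then exposed to the DSB inducer NCS for 30 min.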
# MBNL1-CUG inh: blocks human MBNL1 binding to CUG repeat RNA; actives 0.036% (n = 280,000); AID 2675; Q9NR56; TR-FRET MBNL1-His/biotin-(CUG)12 binding, 665/545 ratio; Potency, µM (highest dose often 57.5 µM), for the others: at the highest dose activity change, negative = inhibition, actives largely listed as inhibitors; active = well fitted inhibition curve with a large enough effect in the signal ratio, with a control signal flat, not every such curve was filed as active; inconclusive = small, poorly fitted or top-dose-only effect, or effect the other way, or a change in a side signal; inactive = no such curve, though single readings can be large or run the other way; the % refers to the signal ratio; also: potency is read from the fitted curve at half-maximal effect; % is scaled to controls: 0 for no effect and ±100 for the full control effect
# Target sequence (Q9NR56 whole entry, looked up): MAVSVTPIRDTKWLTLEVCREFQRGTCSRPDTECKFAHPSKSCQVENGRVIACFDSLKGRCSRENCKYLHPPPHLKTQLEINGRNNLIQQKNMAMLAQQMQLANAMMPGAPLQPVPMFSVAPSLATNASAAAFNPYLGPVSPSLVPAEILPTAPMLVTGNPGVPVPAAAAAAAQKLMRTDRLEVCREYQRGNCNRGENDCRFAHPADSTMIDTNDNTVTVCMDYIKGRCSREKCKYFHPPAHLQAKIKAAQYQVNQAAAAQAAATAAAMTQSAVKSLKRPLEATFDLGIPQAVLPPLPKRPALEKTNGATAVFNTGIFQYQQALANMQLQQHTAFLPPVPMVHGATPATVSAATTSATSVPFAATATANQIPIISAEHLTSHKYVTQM
#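 His-tagged MBNL1 binding to biotinylated (CUG)12 RNA was measured by TR-FRET using terbium anti-His antibody (0.055 ng/ul final) and streptavidin-XL665 (5 nM final). Compounds were titrated 92 nM to 58 uM; 60 min at room temperature.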
# TRPV1 ag: activates the human vanilloid receptor TRPV1; AID 540275; activation, % at 8.33 µM; actives 0.19% (n = 320,000); TRPV1-expressing cells, Fluo-8 calcium influx, agonist mode; in the data active = activation above about 80%; inconclusive = between about 30% and that limit; also: 0% is about no effect
#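 TRPV1-expressing cells were cultured overnight at 35.5C and loaded with Fluo-8 calcium dye for 40 to 90 min at room temperature. After a 10 s baseline, compound was added and calcium influx was read kinetically for 3 min (ex 480/em 520 nm).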
# MLL CXXC-DNA inh: inhibitors of human MLL CXXC domain-DNA interaction; MLL-CXXC / FITC-HOXA9 DNA fluorescence polarization; AID 2662; actives 0.037% (n = 290,000); Q03164; Potency, µM (top dose mostly 115 µM), for inactives: at the top dose activity change, negative = inhibition, hits mostly inhibitors; active = well fitted inhibition curve with a large enough effect in the polarisation, with a control signal flat, not every such curve was filed as active; inconclusive = small, poorly fitted or top-dose-only effect, or effect the other way, or a change in a side signal; inactive = no such curve, though single readings can be large or run the other way; the % refers to the polarisation; also: potency is read from the fitted curve at half-maximal effect
#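 Purified MLL-CXXC (added from a 7 uM solution) was preincubated 5 min at ambient with pinned compounds in 50 mM Tris-HCl pH 7.5, 50 mM NaCl, 1 mM DTT, 0.05% BSA. Fluorescein-labeled HOX-A9 DNA (50 nM solution) followed, 30 min, then polarization read.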
# S-ASM inh: inhibitors of human secretory acid sphingomyelinase; Potency, µM (doses to about 57.5 µM), for the others: at the highest dose activity change, negative = inhibition, usual class: inhibitors; actives 0.006% (n = 340,000); placental ASM, HMU-PC fluorogenic substrate, 60 min; AID 504937; also: potency is read from the fitted curve at half-maximal effect
#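 Steps: dispense placental human ASM, pin compound, wait 10 min at room temperature, add HMU-PC0 substrate at 9 uM final, incubate 60 min at 37 °C, add stop solution raising pH to 10, read fluorescence.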
# KCNH2 3.1 block: blocks the human KCNH2 3.1 channel isoform | U2OS KCNH2 3.1, thallium flux FluxOr; hits give low values | activity change, % (tested at about 1.8 µM) | actives 0.95% (n = 340,000);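 active = maximum activity change below -70%; inconclusive = maximum activity change from -70% to -50%; inactive = maximum activity change above -50%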;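 also: thallium influx rate constant from kinetic fluorescence after stimulation buffer; % is scaled to controls: 0 for no effect and ±100 for the full control effect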
#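 Thallium flux read-out: FluxOr dye with Red40 quencher in HBSS/HEPES, 45 min at RT. Rate constants from kinetic reads were normalized to positive and negative DMSO controls. Cells: U2OS virally expressing the 3.1 isoform.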
# GALK inh: blocks human galactokinase activity | P51570 | Purified GALK, Kinase-Glo residual ATP luminescence | Potency, µM (top dose mostly 57.5 µM), for the others: at the top dose activity change, negative = inhibition, actives largely listed as inhibitors | actives 0.007% (n = 270,000) | AID 1868; also: potency is read from the fitted curve at half-maximal effect; % is scaled to controls: 0 for no effect and ±100 for the full control effect
# Target sequence (P51570 whole entry, looked up): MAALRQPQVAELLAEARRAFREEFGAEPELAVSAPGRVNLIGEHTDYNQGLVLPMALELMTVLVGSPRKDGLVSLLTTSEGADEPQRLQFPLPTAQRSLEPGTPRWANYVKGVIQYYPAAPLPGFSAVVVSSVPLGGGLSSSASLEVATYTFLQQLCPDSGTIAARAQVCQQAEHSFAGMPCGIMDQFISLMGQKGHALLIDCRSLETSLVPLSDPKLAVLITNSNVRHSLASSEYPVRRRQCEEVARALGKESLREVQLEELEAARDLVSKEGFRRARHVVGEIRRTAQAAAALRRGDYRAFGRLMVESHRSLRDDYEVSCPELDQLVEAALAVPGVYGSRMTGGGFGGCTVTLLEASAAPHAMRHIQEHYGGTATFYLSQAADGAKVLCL
#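 5 nM enzyme, 35 uM ATP, 100 uM galactose, 20 mM HEPES pH8.0, 5 mM MgCl2; 1 h RT; residual ATP by Kinase-Glo Plus luminescence, qHTS format.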
# * = called active by the depositor; ? = inconclusive; . = not tested or not shown; [ ] = another dose, or the depositor's remark. Unless noted, calls follow the shape of the dose curve; as a rule, active = well fitted curve in the direction sought with a large enough effect; inconclusive = small, poorly fitted or top-dose-only effect, or another doubt; inactive = no such curve, though single readings can be large; an effect the other way counts as inactive or inconclusive. Random draw from the library; 2% or so of the library scored in one or more.
SMILES,a7 integrin act,hERG WT inh,Coupling enz,A-T KAP1 phos,MBNL1-CUG inh,TRPV1 ag,MLL CXXC-DNA inh,S-ASM inh,KCNH2 3.1 block,GALK inh
CN(Cc1nc(-c2ccccn2)no1)S(=O)(=O)c1ccccc1,-11%,8,1,-7%,3%,2,0%,0%,15,0%
COc1ccc(NC(=S)N(CCCN2CCC(C)CC2)Cc2cccs2)cc1Cl,-62%[inhibitor],-1,0,0%,-6%,1,2%,1%,-26,-3%
O=C(CCNC(=O)c1ccc(Cl)cc1)Nc1ccccc1N1CCCC1,20%,-1,.,7%,.,5,.,0%,-13,.
CCN(CC)CCNc1nc(-c2ccccc2)nnc1C(F)(F)F,-17%,7,-2,-1%,-1%,-2,1%,-1%,10,3%
O=C(Nc1ccc(Cl)cc1)N1CCCC(Cn2cccc2)C1 (stereo not given),7%,3,2,1%,-8%,?,-6%,-6%,-14,12%
N#Cc1ccccc1NC(=O)Nc1cccc(Cl)c1,-6%,-4,0,.,-8%,-2,7%,83%[activator],3,1%
O=c1c2ccccc2[nH]c(=S)n1CCN1CCCCC1,-28%,4,2,8%,-1%,-3,?,0%,11,3%
Cc1noc(C)c1S(=O)(=O)N1CCCC1C(=O)O (stereo not given),9%,-2,0,2%,-4%,-7,6%,-4%,-12,0%
O=C(Cc1cnn(-c2ccccc2)c1)c1ccc(O)c(O)c1O,-22%,1,-21,3%,-3%,?,2%,-12%,-1,0%
COc1ccc(-c2nc(CS(=O)CC(=O)NCCc3ccc(C)cc3)c(C)o2)cc1OC (stereo not given),-27%,0,.,-4%,-4%,11,19%,0%,7,-9%
COc1ccc(C(=O)Cn2c(C)nc([N+](=O)[O-])c2Br)cc1,-30%,0,0,12%,12%,4,-10%,5%,2,-4%
COc1ccccc1CNS(=O)(=O)c1c(C)noc1C,-16%,0,-4,-3%,5%,-1,-2%,3%,-11,3%
O=C(Cn1c(=O)n(-c2ccccc2)c(=O)c2sccc21)N1CCCC1,19%[7.66 µM],-13,3,-4%,-5%,0,-4%,7%,12,-1%
CN(C)S(=O)(=O)c1cccc(NC(=O)COC(=O)c2ccc(Br)o2)c1,6%,-4,0,-2%,-2%,4,5%,-4%,3,0%
COc1cccc(N2CCN(Cc3nc4ccccc4c(=O)[nH]3)CC2)c1,17%,26,0,5%,-5%,-2,2%,-2%,-21,1%
COc1ccc(OCC(=O)NS(=O)(=O)c2ccccc2)cc1,0%,20,10,-1%,-2%,0,13%,-2%,10,9%
CCCc1c(C(=O)N/N=C/c2ccc(C)s2)nnn1-c1nonc1N,2%,-12,-1,5%,-4%,-1,-3%,7%,-5,3%
CCOC(=O)C1CCN(C(=O)c2ccccc2NS(=O)(=O)c2ccc(F)cc2)CC1,1%,-2,2,1%,.,-5,-1%,3%,19,1%
CSc1ccccc1NC(=O)c1ccccc1C,39%,-16,-9,1%,0%,-1,0%,-2%,-1,1%
CC(c1ccccn1)N(CCN(C)C)C(=S)Nc1cccc(F)c1 (stereo not given),-27%,3,3,-5%,?,6,-25%,7%,9,-3%
CCOC(=O)C(NC(C)=O)(N1CCOCC1)C(F)(F)F (stereo not given),.,.,-1,-2%,7%,-1,-9%,.,.,1%
Cc1ccc(-n2nnnc2SCC(=O)c2c(N)n(CC(C)C)c(=O)n(C)c2=O)cc1,13%,-5,0,1%,2%,0,12%,2%,-9,0%
C/C(=N\O)c1ccco1,3%,3,.,8%,.,-2,.,6%,3,.
Cc1c(Cl)cnc(NC(=O)COC(=O)[C@@H](NC(=O)c2ccco2)C(C)C)c1Cl,-40%,9,.,-2%,.,.,.,3%,8,.
COc1ccccc1NC(=O)C1=C(C)NC2=C(C(=O)CCC2)C1c1ccc2c(c1)OCO2 (stereo not given),-22%,-3,3,6%,7%,-2,4%,211%[activator],33,-1%
# Next records
SMILES,a7 integrin act,hERG WT inh,Coupling enz,A-T KAP1 phos,MBNL1-CUG inh,TRPV1 ag,MLL CXXC-DNA inh,S-ASM inh,KCNH2 3.1 block,GALK inh
CSc1nnc([C@@H](NC(=O)OC(C)(C)C)C(C)C)o1,7%,-11,2,11%,-4%,6,0%,9%,19,10%
O=C(c1n[nH]c(=O)c2ccccc12)N1CCN(Cc2ccc3c(c2)OCO3)CC1,-17%,-2,0,7%,1%,1,-12%,-1%,11,0%
COc1cc2c(cc1NC(=O)c1ccco1)CCCC2,-20%,3,0,2%,-4%,26,3%,0%,10,0%
CCN(CC)C(=O)N1CCn2c(nc3ccccc32)C1,24%,6,0,1%,-16%,-1,18%,0%,-3,0%
c1ccc(-c2c[n+]3c(n2-c2ccccc2)CCC3)cc1,-18%,2,0,-4%,4%,4,-4%,2%,-21,-2%
CC(NC(=O)COC(=O)C1CCN(c2ccc(C(F)(F)F)cn2)CC1)c1ccc(F)cc1 (stereo not given),0%,15,.,7%,.,6,.,-11%,-5,.
CCOC(=O)c1c(C)[nH]c(C(=O)NNC(=O)c2ccc(C(C)(C)C)cc2)c1C,-1%,5,6,-7%,-2%,-6,1%,-14%,0,-3%
Cc1cc(C)c2c(=O)[nH]c(SCc3ccccc3)nc2n1,10%,-6,0,11%,-20%,1,1%,-2%,-5,7%
CC(C)N1CCC(N2CCN(CCCn3cccn3)CC2CCO)CC1 (stereo not given),-14%,-7,0,-4%,-5%,-1,-4%,9%,3,-2%
O=C(NCC1CCCO1)c1cccc(F)c1 (stereo not given),14%,1,0,-7%,-3%,-2,-2%,2%,0,0%
COc1ccc(C(=O)Oc2cc(/C=N/NS(=O)(=O)c3ccccc3)ccc2OC)cc1,-19%,-3,-3,.,4%,-4,-6%,?,-16,0%
CCOc1ccc(S(=O)(=O)Nc2cccc(C(=O)N(C)CC(=O)Nc3cccc(OC)c3)c2)cc1,-3%,-14,.,4%,.,0,.,-3%,1,.
CC(=O)c1ccccc1NC(=O)CSCc1nc2sc(C)c(C)c2c(=O)[nH]1,-13%,-9,.,-2%,.,4,.,3%,6,.
COc1cc(NC(=O)C/C(C)=N/NC(=O)C(=O)NC2CCCCC2)c(OC)cc1Cl,21%,7,0,-3%,0%,0,1%,4%,5,0%
O=C1N=C(N2CCOCC2)S/C1=C/c1ccc(-c2ccccc2Cl)o1,10%,-20,0,-2%,-2%,?,6%,205%[activator],9,0%
COC(=O)[C@@H](NC(=O)Nc1ccc(C(C)=O)cc1)C(C)C,8%,-4,4,-6%,-11%,0,0%,-1%,0,3%
C=CCOC(=O)/C(=C\c1ccc(OC)cc1)NC(=O)c1ccco1,-3%,1,0,-2%,7%,9,-2%,1%,.,-4%
NC(=O)NC(=O)C(Nc1ccc(N2CCCCC2)cc1)c1ccccc1 (stereo not given),0%,6,-9,-7%,-1%,20,37%[activator],3%,-10,-1%
COc1ccc(CCNC(=O)CN(c2cc(OC)ccc2OC)S(=O)(=O)c2ccccc2)cc1,11%,3,-1,-4%,1%,17,4%,1%,-3,-1%
N#Cc1cccc(NC(=O)Nc2cccs2)c1,0%,-7,-1,5%,5%,11,1%,1%,-5,0%
Cc1ccc(S(=O)(=O)NC(=NC2CCCCC2)c2ccc(Cl)cc2)cc1,30%,5,0,4%,2%,21,-16%,-3%,-20,1%
COc1ccc(NC2CC(=O)N(c3ccccc3)C2=O)cc1 (stereo not given),-7%,1,-6,-5%,12%,-2,2%,0%,1,2%
Cc1cccc(C2=NN(c3ccc(Br)cc3)[C@@H](C(=O)N3CCOC3=O)[C@@H]2c2ccccc2)c1,19%,4,-5,19%,.,.,.,.,-11,.
COc1ccc2sc(N(CCCN(C)C)C(=O)c3nc4ccccc4s3)nc2c1,3%,29,-1,-2%,-6%,2,14%,-6%,-6,6%
COc1ccc(OC)c(NC(=O)CCN2CCN(C/C=C/c3ccccc3)CC2)c1,-18%,4,-1,-6%,5%,1,-7%,1%,?,.
COc1ccc(CNC(=O)COC(=O)c2cccn2C)cc1,11%,-3,.,2%,.,.,.,2%,-9,.
Cc1cc(OCC(=O)OCC(=O)N(C)c2c(N)n(Cc3ccccc3)c(=O)[nH]c2=O)ccc1Cl,6%,20,.,5%,.,4,.,-1%,-7,.

# Screens (PubChem BioAssay)
